# TRb-SRC2 inh: disrupts binding of human TR beta to SRC2 | TRbeta-SRC2 peptide binding, fluorescence polarization; receptor liganded with 1 µM T3 | Potency, µM (series often up to 106 µM), inactives show at the top dose activity change, negative = inhibition, usual class: inhibitors | 280,000 tested, 0.065% active | AID 1469;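 also: plate controls were bound peptide for no effect and peptide without receptor for full effect; nearly all actives have a fitted effect of over 50% in size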
# Target sequence (P10828 whole entry, looked up): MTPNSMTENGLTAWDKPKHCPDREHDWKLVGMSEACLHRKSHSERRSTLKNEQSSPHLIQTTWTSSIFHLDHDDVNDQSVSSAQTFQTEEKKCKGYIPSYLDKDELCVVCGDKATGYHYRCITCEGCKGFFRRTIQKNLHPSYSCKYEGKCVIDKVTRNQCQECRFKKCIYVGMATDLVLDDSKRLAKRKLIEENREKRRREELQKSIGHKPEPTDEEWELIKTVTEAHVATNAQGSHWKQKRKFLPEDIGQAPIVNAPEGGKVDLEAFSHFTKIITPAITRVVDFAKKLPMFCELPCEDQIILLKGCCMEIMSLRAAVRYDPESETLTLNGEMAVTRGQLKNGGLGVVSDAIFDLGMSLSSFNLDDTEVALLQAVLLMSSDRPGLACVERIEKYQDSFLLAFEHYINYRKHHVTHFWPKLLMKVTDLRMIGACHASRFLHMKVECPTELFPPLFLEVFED
#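 Compounds were added to 0.6 uM TRb ligand-binding domain and 20 nM Texas Red-labeled SRC2 peptide in Tris buffer containing 1 uM T3, incubated 5 hr at ambient temperature, then read by fluorescence polarization.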
# SMN2 splice enh: SMN2 splice variant enhancement; HEK293 SMN2-luciferase splicing reporter, luminescence, 30-36 h; 210,000 tested, 2.8% active; AID 1458; Potency, µM (titrated, usually from 46.1 µM), without a hit: at the highest dose activity change, positive = activation, usual class: activators; also: % of control where 0% means no effect; nearly all actives have a fitted effect of over 55% in size
#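 qHTS luciferase splicing reporter: luminescence rises when SMN2 exon 7 is included in transfected HEK293 cells. Compound exposure lasted 30-36 h at 37C, with 4.5 mM final sodium butyrate as control, followed by a ONE-Glo read.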
# TR SRC2 fluor cs: Texas Red fluorescence interference in TRb-SRC2 counter-screen; TRb/SRC2 Texas Red total fluorescence interference; Potency, µM (top dose mostly 106 µM), for inactives: at the top dose fluorescence change, negative = quenching; 280,000 tested, 0.29% active; active = well fitted curve in either direction with a large enough effect; inconclusive = small, poorly fitted or top-dose-only effect; also: % is scaled to controls: 0 for no effect and ±100 for the full control effect
#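 Flags fluorescent or light-absorbing compounds by total fluorescence, S + 2P, at 555 nm excitation and 632 nm emission. Mixture: 20 nM Texas Red SRC2 peptide, 0.6 uM human TRb LBD, 1 uM T3, 5% DMSO; compound exposure 5 h at ambient temperature.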
# * marks the source's active call; other numbers are inactive results; ? = inconclusive; [ ] = another dose, or the depositor's remark. Unless noted, calls follow the shape of the dose curve; as a rule, active = well fitted curve in the direction sought with a large enough effect; inconclusive = small, poorly fitted or top-dose-only effect, or another doubt; inactive = no such curve, though single readings can be large; an effect the other way counts as inactive or inconclusive. Potency is read from the fitted curve at half-maximal effect. This is a subset; rates above refer to the full screens.
no. | Compound | TRb-SRC2 inh | SMN2 splice enh | TR SRC2 fluor cs
1 | Cc1c(C(=O)OC2CCC(C)CC2)[nH]c2c1C(=O)CC(c1ccccc1Cl)C2 (stereo unspecified) | 0% | 5% | -2%
2 | CCOC(=O)c1c(NC(C)=O)c2c3c(sc2n1Cc1c(C)cc(C)cc1C)CCCC3 | -4% | -6% | 1%
3 | COc1ccc(Nc2c(-c3ccc(C)o3)nc3cc(C)ccn23)cc1 | -6% | -4% | 1%
4 | CCOc1ccc(CCNC(=O)CS(=O)Cc2nc(-c3ccc(C)cc3)oc2C)cc1OCC (stereo unspecified) | -5% | 6% | -1%
5 | CC(C)CCNC(=O)CSc1c2c(nc3ccc(Cl)cc13)CCCC2 | -9% | -5% | 0%
6 | Cc1ccc(Cl)cc1NC(=O)CN1C(=O)c2cccc3cccc1c23 | -10% | 4% | ?
7 | CCN1C(C(=O)c2ccccc2)=C(OC(=O)COc2ccccc2)c2ccccc2S1(=O)=O | -2% | -7% | -34%
8 | COc1cc(OC)c(NC(=O)Cn2cnc3sc(C)c(S(=O)(=O)N4CCN(C)CC4)c3c2=O)cc1Cl | -5% | -4% | -1%
9 | CCc1ccc(OCC(=O)N(Cc2ccco2)Cc2ccccc2Cl)cc1 | -3% | -19% | -3%
10 | COc1ccc(-c2cc(C(F)(F)F)n3nc(C(=O)Nc4cc(Cl)cc(Cl)c4)cc3n2)cc1 | 11% | -28% | -1%
11 | Cc1cc(C)c2c(=O)c3c(oc2c1)C(=O)N(Cc1ccc(F)cc1)C3c1cccc(O)c1 (stereo unspecified) | -1% | -8% | 0%
12 | COc1ccc2nc3sc(C(=O)NCCc4ccc(Cl)cc4)cc3cc2c1 | 1% | 0% | -3%
13 | Cc1ccc(CN(C(=O)COc2ccc(C(C)C)cc2)C2CCS(=O)(=O)C2)o1 (stereo unspecified) | 0% | -31%[inhibitor] | ?
14 | COc1cccc(C(=O)Nc2ccc3oc(-c4cccc5c(Br)cccc45)nc3c2)c1 | -1% | -19% | 10%
15 | Clc1ccc(-c2nc3c4cnn(-c5ccccc5Br)c4ncn3n2)c(Cl)c1 | 3% | -2% | -17%
16 | COc1ccccc1NC(=O)c1cc2c(C)nn(-c3ccccc3)c2s1 | -1% | -3% | -1%
17 | CCCN1C(C(=O)c2ccccc2)=C(OC(=O)COc2ccccc2)c2ccccc2S1(=O)=O | 5% | 6% | -16%
18 | COc1ccc(-c2cc(C(F)(F)F)nc(SCCC(=O)Nc3ccc(O)cc3)n2)cc1 | 2% | -4% | -8%
19 | Cc1ccc(-c2nnc(Nc3ccc(O)cc3)c3ccccc23)cc1S(=O)(=O)N1CCCCC1 | -3% | -14% | -15%
20 | CCC(=O)N1CCc2cc(Br)cc(S(=O)(=O)N3CCN(c4ccc(C(C)=O)cc4)CC3)c21 | -1% | 11% | 0%
21 | Cc1cccc(C)c1Nc1c(-c2ccsc2)nc2cccc(C)n12 | 0% | 2% | -8%
22 | Cc1ccc2c(c1)Cc1c(nc(-c3ccc(F)cc3)nc1SCC(=O)N1CCCCC1)O2 | 4% | -5% | 0%
23 | Cc1ccc(NC(=O)C2CCN(c3nn4c(=O)cc(C)nc4s3)CC2)cc1 | 5% | 5% | 0%
24 | Cc1ccc2nc(-c3cc(NC(=O)c4ccc5c(c4)OCCO5)ccc3Cl)oc2c1 | ? | 6% | -81%[53 µM]
25 | CCCC(=O)Nc1ccc(NC(=O)c2sc3ccccc3c2Cl)cc1 | -13% | 8% | 1.3µM*[quencher]
26 | CCOc1ccc(CCNc2nc3c(-c4ccc(C)cc4)nnn3c3ccccc23)cc1OCC | -10% | 20% | 1%
27 | CCOc1ccc(NC(=O)Cn2c(=O)n(CC3CCC(C(=O)NCCc4ccccc4)CC3)c(=O)c3ccccc32)cc1 (stereo unspecified) | -7% | -3% | -1%
28 | O=C(c1ccccc1)n1nc(-c2ccccc2)nc1NCc1ccc(F)cc1 | 4% | 9% | -26%
29 | COc1cc2nc(NCCC(C)C)n3nc(-c4ccccc4)nc3c2cc1OC | -7% | -3% | -19%
30 | Cc1ccc(CNC(=O)c2oc3ccc(S(=O)(=O)N4CCC(C)CC4)cc3c2C)cc1 | 0% | -28% | -1%
31 | CCOc1ccc(CN2CCN(Cc3ccc4c(c3)c3ccccc3n4CC)CC2)cc1 | -1% | -16% | ?
32 | COc1ccc(C(=O)N(Cc2cc(OC)c(OC)c(OC)c2)C2CCS(=O)(=O)C2)cc1Cl (stereo unspecified) | 1% | 5% | 1%
33 | CCCCNc1nc2c(-c3cccc(Br)c3)nnn2c2ccccc12 | -8% | 0% | 2%
34 | CCc1nnc(NC(=O)c2nc(SCc3cccc(C)c3)ncc2Cl)s1 | -1% | 6% | -1%
35 | CCCOc1cccc(C2c3c(-c4ccccc4O)n[nH]c3C(=O)N2Cc2ccco2)c1 (stereo unspecified) | -6% | -4% | 4%
36 | c1ccc(-c2nnc(CN3CCN(c4ccccn4)CC3)o2)cc1 | 0% | -4% | -1%
37 | Cc1coc2cc3oc(=O)c(CCC(=O)NCc4ccccc4Cl)c(C)c3cc12 | 9% | 1% | -30%
38 | CCOC(=O)c1ccc(NC(=O)C(CC)Sc2nnc3c4ccccc4n(C)c3n2)cc1 (stereo unspecified) | 11% | ? | 7%
39 | CCc1cc(C(=O)NCc2ccc(F)cc2)no1 | 1% | 16% | ?
40 | O=C(Nc1ccccc1C(F)(F)F)c1noc2c1CCCCC2 | -3% | 11µM* | -4%
41 | Clc1cccc(-c2csc(-c3nc(-c4ccc(Br)s4)cs3)n2)c1 | -3% | 0% | 2%
42 | CCOC(=O)CSc1nc2sc3c(c2c(=O)n1-c1ccc(OC)cc1)CC(C(C)C)OC3 (stereo unspecified) | 4% | -10% | -3%
43 | Cc1ccc(COC(=O)c2ccc(-c3nnn(Cc4ccc(C)cc4)n3)cc2)cc1 | 0% | -6% | -3%
44 | Brc1cccc(-c2nnn3c2nc(NC2CCCCC2)c2ccccc23)c1 | 3% | -5% | 1%
45 | CCCCCSc1nnc2c(n1)[nH]c1c(C)cccc12 | 3% | -12% | -4%
46 | CC(C)(C)C1CCc2onc(C(=O)Nc3sc4c(c3C(N)=O)CCCC4)c2C1 (stereo unspecified) | -2% | -2% | -21%
47 | Cc1ccc(-n2nc3ccc(NC(=O)c4cc5ccccc5o4)cc3n2)cc1 | -3% | 22% | 1%
48 | Cc1nn(CC(=O)N2CCC(C)CC2)c(=O)c2cc3sccc3n12 | -2% | -4% | 0%
49 | Cc1cc(N2CCC(C(=O)Nc3ccc(Cl)cc3)CC2)n2nc(C)c(-c3ccc(Cl)cc3)c2n1 | -3% | 2% | -6%
50 | CCC(=O)N1CCc2cc(S(=O)(=O)NC(CC(C)C)C(=O)NCc3ccc(F)cc3)ccc21 (stereo unspecified) | -4% | 3% | 1%
51 | CCCCS(=O)CC(O)CSc1nc(-c2ccc(OC)cc2)cc(-c2ccccc2)c1C#N (stereo unspecified) | 3% | 0% | 5%
52 | CCOc1ccc(N(C(=O)CC(C)C)S(=O)(=O)c2ccc3c(c2)oc(=O)n3C)cc1 | 0% | -9% | -2%
53 | O=C(NCCCN1CCN(c2cccc(Cl)c2)CC1)c1nnc(Cc2ccc(F)cc2Cl)o1 | 5% | -27% | 0%
54 | CCc1ccccc1NC(=O)C(=O)NCCCN1CCOCC1 | 2% | -1% | -4%
55 | Cc1sc2ncn(CC(=O)Nc3ccc(C(F)(F)F)cc3)c(=O)c2c1S(=O)(=O)N1CCN(C)CC1 | -4% | -5% | 0%
56 | CC(C)c1cc(C(=O)NCc2ccccc2)no1 | -3% | ? | 1%
57 | Cc1ccc(C(=O)Nc2cccc3cccnc23)cc1Cl | 2% | -13% | 1%
58 | COc1ccc(CC(=O)Nc2sc3c(c2C(=O)Nc2c(C)cccc2C)CCCCC3)cc1 | 0% | -4% | 5%
59 | Cc1ccc(CN2C(=O)c3oc4ccc(C)cc4c(=O)c3C2c2ccc(O)cc2)cc1 (stereo unspecified) | 2% | 18% | 4%
60 | Cc1ccccc1NC(=O)C1CCN(S(=O)(=O)c2c(C)noc2/C=C/c2ccco2)CC1 | 3% | 3% | 0%

# Part of the list above in order of SMILES length, rising:
no. | Compound | TRb-SRC2 inh | SMN2 splice enh | TR SRC2 fluor cs
39 | CCc1cc(C(=O)NCc2ccc(F)cc2)no1 | 1% | 16% | ?
45 | CCCCCSc1nnc2c(n1)[nH]c1c(C)cccc12 | 3% | -12% | -4%
40 | O=C(Nc1ccccc1C(F)(F)F)c1noc2c1CCCCC2 | -3% | 11µM* | -4%
48 | Cc1nn(CC(=O)N2CCC(C)CC2)c(=O)c2cc3sccc3n12 | -2% | -4% | 0%
44 | Brc1cccc(-c2nnn3c2nc(NC2CCCCC2)c2ccccc23)c1 | 3% | -5% | 1%
41 | Clc1cccc(-c2csc(-c3nc(-c4ccc(Br)s4)cs3)n2)c1 | -3% | 0% | 2%
47 | Cc1ccc(-n2nc3ccc(NC(=O)c4cc5ccccc5o4)cc3n2)cc1 | -3% | 22% | 1%
37 | Cc1coc2cc3oc(=O)c(CCC(=O)NCc4ccccc4Cl)c(C)c3cc12 | 9% | 1% | -30%
46 | CC(C)(C)C1CCc2onc(C(=O)Nc3sc4c(c3C(N)=O)CCCC4)c2C1 (stereo unspecified) | -2% | -2% | -21%
38 | CCOC(=O)c1ccc(NC(=O)C(CC)Sc2nnc3c4ccccc4n(C)c3n2)cc1 (stereo unspecified) | 11% | ? | 7%
51 | CCCCS(=O)CC(O)CSc1nc(-c2ccc(OC)cc2)cc(-c2ccccc2)c1C#N (stereo unspecified) | 3% | 0% | 5%
53 | O=C(NCCCN1CCN(c2cccc(Cl)c2)CC1)c1nnc(Cc2ccc(F)cc2Cl)o1 | 5% | -27% | 0%
42 | CCOC(=O)CSc1nc2sc3c(c2c(=O)n1-c1ccc(OC)cc1)CC(C(C)C)OC3 (stereo unspecified) | 4% | -10% | -3%
52 | CCOc1ccc(N(C(=O)CC(C)C)S(=O)(=O)c2ccc3c(c2)oc(=O)n3C)cc1 | 0% | -9% | -2%
50 | CCC(=O)N1CCc2cc(S(=O)(=O)NC(CC(C)C)C(=O)NCc3ccc(F)cc3)ccc21 (stereo unspecified) | -4% | 3% | 1%
49 | Cc1cc(N2CCC(C(=O)Nc3ccc(Cl)cc3)CC2)n2nc(C)c(-c3ccc(Cl)cc3)c2n1 | -3% | 2% | -6%
55 | Cc1sc2ncn(CC(=O)Nc3ccc(C(F)(F)F)cc3)c(=O)c2c1S(=O)(=O)N1CCN(C)CC1 | -4% | -5% | 0%

# Reprinted at random: 2 records from the list.
no. | Compound | TRb-SRC2 inh | SMN2 splice enh | TR SRC2 fluor cs
49 | Cc1cc(N2CCC(C(=O)Nc3ccc(Cl)cc3)CC2)n2nc(C)c(-c3ccc(Cl)cc3)c2n1 | -3% | 2% | -6%
56 | CC(C)c1cc(C(=O)NCc2ccccc2)no1 | -3% | ? | 1%

# (next part)
no. | Compound | TRb-SRC2 inh | SMN2 splice enh | TR SRC2 fluor cs
61 | CCc1nnc2c(NCc3ccccc3)nc3ccccc3n12 | -1% | -3% | 0%
62 | COc1ccccc1N1CCN(S(=O)(=O)c2ccc(-n3cnnn3)cc2)CC1 | 8% | -21% | 3%
63 | CCOc1ccc(NC(=O)CCNS(=O)(=O)c2cccc3nonc23)cc1 | 3% | 8% | -1%
64 | COc1ccccc1C(=O)CC1(O)C(=O)N(CC(N)=O)c2ccccc21 (stereo unspecified) | 2% | 3% | 1%
65 | COc1ccc(NC(=O)c2ccc3c(SCC(=O)O)c4c(nc3c2)CCCC4)cc1OC | 10% | -4% | -1%
66 | Cc1ccc(NC(=O)/C(C#N)=C/c2ccc(-c3ccc(Cl)c(C(=O)O)c3)o2)cc1C | -4% | -6% | -6%
67 | COc1ccc(NC(=O)c2oc3ccccc3c2NC(=O)c2cc(=O)c3cc(Cl)ccc3o2)cc1 | 4% | 3% | -23%
68 | CCc1c(C)c2cc3c(c(C)c2oc1=O)OCN(CCc1ccccc1F)C3 | 3% | 24% | 9%
69 | CCOc1ccc(C(=O)Nc2c(C(=O)Nc3ccccc3F)oc3ccccc23)cc1OCC | 4% | 5% | -1%
70 | CCOc1ccccc1NC(=O)c1c(NC(=O)c2cccc(C)c2)sc2c1CCC2 | -1% | -2% | -2%
71 | CCc1ccccc1Nc1nc2cc(Cl)c(Cl)cc2nc1-n1nc(C)cc1C | -10% | 3% | -1%
72 | Cc1c2cnn(CC(=O)NCCc3ccccc3)c(=O)c2c(C)n1Cc1ccccc1Cl | -2% | 0% | -2%

# High-throughput results (PubChem)
